Screening data deposited in PubChem BioAssay by several laboratories.
Salmonella PhoP GFP: PhoP-dependent GFP reporter repression – Salmonella Typhimurium, primary screen (AID 1863); S. Typhimurium PhoP-regulated promoter GFP reporter, 4 h; higher % means a stronger effect; one-dose inhibition, % at 50 µM; IC50 in µM for titrated hits; 0.16% of 300,000 active;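 active = inhibition over 29.93%, a cutoff 3 SD above the screen mean, later confirmed by dose response; inconclusive = inhibition over 29.93% but no dose response follow-up; inactive = inhibition at most 29.93% or unconfirmed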;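 note: 0% = low Mg2+ inducing control and 100% = high Mg2+ repressing control; strong numbers were not always called active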
GPR55 antagonists: inhibition of LPI-stimulated GPR55 beta-arrestin translocation – imaging, U2OS, beta-arrestin-GFP, LPI agonist, primary screen (AID 2013) | 0.13% of 290,000 active | U2OS GPR55 beta-arrestin-GFP translocation imaging, LPI antagonism; higher % means a stronger effect | one-dose inhibition, % at 10 µM; IC50 in µM for titrated hits;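 active = spots per cell inhibited over 60%, with over 100 cells counted and total cytoplasm intensity under 500,000; inconclusive = wells with under 100 cells, flagged as likely toxic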;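 note: U2OS cells stably carrying GPR55 and arrestin-GFP stimulated by 5 µM LPI near EC80; imaged beta-arrestin-GFP aggregate spots per cell after agonist stimulation; plate controls were LPI-stimulated DMSO wells for no effect and DMSO wells without LPI for full effect; some results filed as inactive read as strong as hits; confirmed hits need IC50 under 10 µM and bright autofluorescent wells are also inconclusive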
GPR35 antagonists: GPR35 antagonists blocking zaprinast-driven arrestin recruitment, primary screen, imaging, U2OS, beta-arrestin-GFP, zaprinast agonist (AID 2058); U2OS GPR35 beta-arrestin-GFP translocation imaging, zaprinast antagonism; higher % means a stronger effect; one-dose inhibition, % at 10 µM; IC50 in µM for titrated hits; 0.052% of 290,000 active;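 active = inhibition of at least 50% with at least 30 cells and total cytoplasm GFP at most 10,000,000; inconclusive = under 30 cells or total GFP of 10,000,000 plus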
West Nile antiviral: inhibition of WNV-induced cytopathic effect – cell-based, CPE readout (AID 1621); West Nile virus-infected cells, CPE inhibition; higher % means a stronger effect; one-dose CPE inhibition, % at 10 µM; IC50 in µM for titrated hits; 0.02% of 290,000 active; in the data active = a potency from the dose series; inconclusive = CPE inhibition mostly from about 3.7% at the one dose, without a potency; inactive = the rest, 99 in 100 with CPE inhibition below about 2.2%; note: strong numbers were not always called active
KOR beta-arrestin-1: kappa opioid receptor activators – cell-based, luminescence, uHTS, primary screen (AID 1777); KOR beta-arrestin recruitment, luminescence; higher % means a stronger effect; activation, % at 10 µM; hits with a dose series show EC50 in µM; 0.02% of 280,000 active; in the data active = activation above about 50%, passing the limit was not always enough; note: a part of the inactive calls stands beside numbers as strong as those of hits
NTR1 ag: NTR1-driven beta-arrestin-GFP spot formation – imaging, U2OS cells, high content, primary screen (AID 493036) | P30989 | agonist mode | activation, % at 20 µM | 0.17% of 330,000 active;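 active = activation at or above 40% of the spot to cytoplasm intensity ratio, with at least 20 cells analyzed; inconclusive = wells under 20 cells, flagged as cytotoxic or low count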;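 note: 0% = DMSO without peptide and 100% = 100 nM NTR1 peptide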
Target sequence (P30989 whole entry, looked up): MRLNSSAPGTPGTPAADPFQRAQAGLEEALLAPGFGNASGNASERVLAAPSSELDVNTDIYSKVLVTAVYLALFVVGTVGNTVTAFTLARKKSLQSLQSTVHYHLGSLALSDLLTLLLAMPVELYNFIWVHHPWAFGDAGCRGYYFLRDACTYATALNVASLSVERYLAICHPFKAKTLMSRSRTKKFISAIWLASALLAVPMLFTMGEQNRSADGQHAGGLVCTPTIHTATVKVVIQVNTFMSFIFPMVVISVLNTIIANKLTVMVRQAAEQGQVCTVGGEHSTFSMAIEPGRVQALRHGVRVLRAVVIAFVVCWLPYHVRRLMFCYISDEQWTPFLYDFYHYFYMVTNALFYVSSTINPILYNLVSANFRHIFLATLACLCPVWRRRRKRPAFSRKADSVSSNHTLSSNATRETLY
KOR beta-arrestin-2: kappa opioid receptor blockers – cell-based, luminescence, uHTS (AID 1778); KOR beta-arrestin recruitment, luminescence, antagonist mode; higher % means a stronger effect; inhibition, % at 10 µM, or IC50 in µM where a hit was titrated; 0.091% of 290,000 active; in the data active = inhibition above about 50%; note: strong numbers were not always called active
GPR55 activation: GPR55 agonists via beta-arrestin recruitment, primary screen, imaging, U2OS cells, beta-arrestin-GFP redistribution (AID 1961) | U2OS GPR55 beta-arrestin-GFP redistribution imaging; higher % means a stronger effect | one-dose activation, % at 10 µM; EC50 in µM for titrated hits | 0.048% of 290,000 active;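 active = activation above 40% with more than 50 cells counted in the well; inconclusive = wells holding fewer than 50 cells, flagged as toxic or sparse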;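 note: U2OS osteosarcoma cells stably expressing GPR55 and beta-arrestin-GFP; plate controls were DMSO negative control for no effect and LPI positive control for full effect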
T cell modulator: T cell immune modulation candidate; 0.068% of 330,000 active; 2C CD8+ T cell-vesicle binding, flow cytometry; hits give low values; calls only at 7 µM;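 active = response, share of CD8 T cells binding vesicles, and their 90th percentile fluorescence all below set limits, cut at about 80% in these data, passing the limit was not always enough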
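Material: murine 2C transgenic CD8+ T lymphocytes / Also added: QL9-peptide-loaded Drosophila micro-vesicles bearing Ld, ICAM-1 and B7-1 / Schedule: binding step 1.5 h, 37 °C, antibody labelling 20 min, ice / Signal: flow cytometry, PE anti-B7-1 (FL2) versus Alexa647 anti-CD8 (FL8), PFA-fixed / Evaluation: percent CD8+ FL2 mean versus row control / Benchmarks: naked versus QL9-loaded vesicles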
T cell modulator vesicle-bound %: further read-out of T cell modulator, marked with its call; double positive events, %; measured here: CD8+ vesicle-bound cell fraction;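 binding gate set so that unloaded-vesicle control wells show 10% double positive cells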
NTR1 ag cell count 20 µM: recorded beside NTR1 ag, whose call it bears; cell count; measured here: cell count, cytotoxicity flag
* = called active by the depositor; i = inactive; ? = inconclusive; . = not tested or not shown; [ ] = another dose, or the depositor's remark. Outcome played no part in choosing rows. Share with any hit: about 0.62%.

item	SMILES	Salmonella PhoP GFP	GPR55 antagonists	GPR35 antagonists	West Nile antiviral	KOR beta-arrestin-1	NTR1 ag	NTR1 ag cell count 20 µM	KOR beta-arrestin-2	GPR55 activation	T cell modulator	T cell modulator vesicle-bound %
1	COc1ccc(CCn2c(N)c(C(=O)NCc3ccco3)c3nc4ccccc4nc32)cc1	2%	-12%	-18%	0.7%	0.0%	2.3	98	-81%	-0.2%	i	63
2	Cc1noc(/C=C/N(C)C)c1S(=O)(=O)N1CCCC(C(=O)N2CCCCC2)C1 (centres undefined)	3%	-8%	-9%	-0.1%	-4.3%	4.6	52	1%	0.8%	i	27
3	S=c1nc[nH]c2c1ncn2C1CCCO1 (centres undefined)	-2%	2%	17%	-0.1%	2.6%	0.5	88	27%	-0.1%	i	43
4	COc1ccc2cc(C(N)=O)/c(=N\NC(=O)c3ccccc3)oc2c1	-2%	-6%	7%	0.1%	-2.3%	2.0	95	7%	-0.1%	i	20
5	Cc1ccc(-c2csc3nc(C)n(-n4c(C)ccc4C)c(=O)c23)o1	6%	27%	6%	?	1.3%	7.1	38	24%	0.3%	i	23
6	CCOc1cc(CNn2cnnc2)cc(Br)c1OCC(=O)NC(C)(C)C	-6%	5%	21%	-0.1%	-0.6%	0.2	51	-18%	-0.2%	i	52
7	O=c1oc2ccccc2c(NCc2ccccc2F)c1[N+](=O)[O-]	4%	-6%	4%	-0.1%	-1.8%	0.5	77	-35%	0.9%	i	6
8	Cc1ccc(C(=O)OCC(=O)Nc2sc3c(c2C#N)CCCC3)cc1NC(=O)c1ccco1	3%	8%	-14%	-0.2%	-0.5%	1.9	54	11%	0.0%	i	60
9	O=C(COc1ccc(F)cc1)NN1C(=O)CSC1=S	3%	4%	4%	0.1%	-2.9%	0.1	93	8%	-0.1%	i	39
10	CC(C)(C)n1nnnc1CN1CCC(NC(=O)NC2CCCCC2)CC1	10%	-3%	-9%	-0.5%	-6.6%	1.6	74	25%	0.0%	i	43
11	O=C(N1CCN(c2ccccc2)CC1)C(F)(F)C(F)(F)F	-6%	6%	-3%	0.0%	-8.4%	0.5	47	16%	-0.2%	i	55
12	COc1ccc(C2CC(c3ccccc3)=NN2C(=O)COC(=O)CNC(=O)c2ccccc2)cc1 (centres undefined)	3%	-5%	-5%	-0.8%	1.4%	1.0	85	-23%	0.9%	i	29
13	Cc1nc2cc3nc(C(F)(F)F)[nH]c3cc2[nH]1	-5%	17%	1%	-0.1%	-2.3%	0.5	47	14%	-0.2%	i	40
14	O=C1CCC(=O)N1c1nc2n(n1)C(c1ccccc1)C=C(c1ccc(Br)cc1)N2 (centres undefined)	1%	-3%	9%	0.0%	-3.9%	2.4	83	-34%	-0.2%	i	50
15	O=C(COc1ccc(C(=O)Nc2ccc(Cl)cc2)cc1)NCc1ccccc1	3%	6%	3%	-0.3%	3.0%	0.6	37	11%	-0.3%	i	5
16	CN(C)S(=O)(=O)c1ccc(C(=O)OCC(=O)Nc2sc3c(c2C#N)CCCCC3)cc1	-1%	5%	2%	-0.7%	9.9%	1.4	37	8%	0.1%	i	62
17	CC(C)NS(=O)(=O)c1ccc(OCC(N)=O)c(Cl)c1	0%	-3%	18%	0.3%	-2.3%	0.2	70	8%	-0.1%	i	51
18	COC(=O)Cc1csc(NC(=O)CSc2nnc3ccccn23)n1	-5%	3%	0%	0.0%	4.1%	-0.1	79	-6%	-1.1%	i	44
19	CCOC(=O)Cn1nc(C)c(NC(=O)c2cccc([N+](=O)[O-])c2)c1C	-14%	12%	6%	0.1%	-0.7%	.	.	-3%	-0.5%	i	35
20	O=C(CCCc1nc(-c2ccccc2)no1)NC1CCCCC1	4%	0%	13%	-1.6%	0.4%	-0.4	40	-12%	0.0%	i	23
21	COC(=O)c1ccc(C2/C(=C(/O)c3ccc(OC(C)C)cc3)C(=O)C(=O)N2c2cc(C)on2)cc1 (centres undefined)	-6%	-4%	8%	-0.4%	-1.2%	-2.1	90	4%	-0.1%	i	44
22	O=C(Nc1ccccc1N1CCCCC1)c1cccc(Cl)c1	.	2%	-1%	-0.8%	-14%	4.7	106	34%	0.6%	i	26
23	COc1ccccc1NC(=O)Cn1cnc2c1c(=O)n(C)c(=O)n2C	14%	8%	7%	0.1%	.	-1.2	28	.	0.0%	i	56
24	CCCc1cc(C(=O)O)c2ccccc2n1	-11%	-4%	3%	?	-4.3%	-0.1	54	-6%	-0.1%	i	42
25	CCOC(=O)CC(NC(=O)c1cccc2c1C(=O)N(Cc1cccnc1)C2)c1ccc(OCC)c(OC)c1 (centres undefined)	6%	-4%	-14%	0.1%	-5.0%	0.5	103	-5%	0.1%	i	26
26	O=C(Nc1csc([N+](=O)[O-])c1)Nc1ccccc1Cl	-1%	11%	-3%	-0.8%	-0.6%	2.5	47	41%	-0.1%	i	50
27	Cc1ccc(Cn2c(=O)c3ccccc3n3c(SCC(=O)N4CCCCC4C)nnc23)cc1 (centres undefined)	.	-4%	-7%	.	6.6%	2.1	68	-10%	0.3%	i	29
28	CCOC(=O)c1ccc(CC(=O)c2ccc(O)c(O)c2O)o1	9%	4%	-8%	0.5%	-0.4%	0.2	28	-32%	0.7%	.	.
29	Cc1cc(C(=O)OCC(=O)Nc2cccc(S(=O)(=O)N3CCOCC3)c2)c(C)o1	-9%	6%	6%	0.7%	3.5%	-1.8	51	-2%	0.3%	i	25
30	O=C(Oc1c(-c2ccccc2)c(=O)n2c3c(cccc13)CC2)c1ccccc1	-9%	-2%	2%	0.1%	7.2%	22	54	-1%	-0.1%	i	50
31	Cc1cc2ccccc2cc1CN1CCOCC1	14%	-9%	2%	-0.5%	-0.6%	2.2	46	-15%	0.3%	.	.
32	CN(C)c1cc[n+](CC(=O)c2cccs2)cc1	13%	17%	2%	-1.4%	-5.2%	0.7	55	30%	-0.1%	i	20
33	CC1(C)NC(=O)N(CC(O)COc2ccccc2C(=O)N2CCCCC2)C1=O (centres undefined)	10%	5%	10%	0.2%	3.0%	-1.1	81	-1%	-0.2%	i	36
34	COc1ccc(C(=O)NCCc2c[nH]c3ccccc23)cc1OC	6%	10%	6%	-0.9%	2.5%	1.0	48	-15%[20 µM]	-0.1%	i	17
35	Cc1nc(-c2ccccn2)sc1C(=O)Nc1ccc(F)cc1	-1%	3%	6%	-0.2%	4.0%	1.2	88	-37%	-0.1%	i	41
36	O=C(Nc1cccc(S(=O)(=O)Nc2ccc(Cl)cc2)c1)c1cc2c(s1)CCCC2	-2%	-9%	-11%	-1.4%	2.5%	13	48	-13%	-0.1%	i	33
37	CC(=O)c1cccc(NC(=S)NC(=O)c2cncc(Br)c2)c1	-3%	10%	-5%	0.9%	-0.7%	1.3	80	-22%[20 µM]	0.2%	i	62
38	CCN(CC)c1ccc(NC(=O)CN2C(=O)CSc3ncccc32)c(C)c1	-1%	-6%	-1%	-0.8%	-1.8%	2.6	61	-24%	-0.1%	i	39
39	Cc1cc(=O)oc(C)c1C(=O)N1CCN(C)CC1	-1%	2%	5%	0.2%	-2.8%	-0.2	45	-9%	-0.3%	i	38
40	COc1ccc(/C=N/NC(=O)c2snnc2C)c(OC)c1OC	-5%	8%	3%	-0.6%	-0.6%	-0.3	48	-6%	-0.3%	i	25
41	O=C(O)c1ccc(NC2=C(n3nnc4ccccc43)C(=O)c3ccccc3C2=O)cc1	-9%	4%	-3%	0.1%	4.2%	-0.8	71	0%	0.3%	i	13
42	CSc1nc2ncc3c(n2n1)CC1c2ccccc2CCN1C3=O (centres undefined)	-10%	3%	-14%	1.9%	-3.0%	3.3	84	-20%	0.9%	i	56
43	CCOC(=O)c1[nH]c2cc3c(cc2c1NC(=O)CN1CCC(C)CC1)OCO3	4%	-5%	5%	.	-1.5%	-0.7	73	-13%	-0.1%	i	24
44	COc1ccc(Oc2coc3cc(OC(=O)/C=C/c4ccccc4)ccc3c2=O)cc1	-9%	12%	9%	0.0%	-2.5%	0.2	75	15%	-0.2%	i	54
45	CNC(=O)CNC(=O)Nc1ccc(C)cc1	-1%	-1%	-3%	0.4%	-1.9%	1.5	24	2%	0.1%	i	43
46	CC1CCCC(C)N1C(=O)Cn1c(SCC(=O)NCc2ccc3c(c2)OCO3)nc2ccccc21 (centres undefined)	-3%	-3%	0%	-0.4%	.	2.0	50	.	0.3%	i	19
47	COC(=O)c1ccc2[nH]c3cccc(/C(=C/c4ccccc4)c4ccccc4)c3c2c1	1%	-2%	4%	1.3%	0.8%	11	84	-33%[20 µM]	-0.3%	i	28
48	CC1(C)SCC(C(=O)O)N1C=O (centres undefined)	-3%	22%	-2%	-0.5%	1.1%	0.2	51	14%	-0.1%	i	58
49	Cc1nn2c(N)csc2nc1=O	-7%	1%	-4%	0.0%	-1.1%	-0.9	35	9%	-0.2%	i	48
